# Compound activity from PubChem BioAssay.
# Pf Dd2 inh: blocks in vitro growth of P. falciparum Dd2; P. falciparum Dd2 growth, SYBR Green, 72 h; Potency, µM (top dose mostly 28.9 µM), for inactives: top-dose activity, negative = inhibition, actives largely listed as inhibitors; 120,000 compounds, 4.3% hits; AID 1347417; active = well fitted inhibition curve with a large enough effect; inconclusive = small, poorly fitted or top-dose-only effect; inactive = no such curve, though single readings can be large or run the other way;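 note: plate controls were DMSO vehicle for no effect and reference drug for full effect; nearly all actives have a fitted effect of over 65% in size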
#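 Infected erythrocytes (Dd2, 0.3% parasitemia, 2.5% hematocrit final) are added to compound in RPMI-1640/Albumax II medium, grown 72 h at 37C in low oxygen, then lysed with saponin/Triton-X containing SYBR Green and read by fluorescence.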
# An asterisk follows results filed as active; i = inactive; ? = inconclusive; [ ] = dose if it differs, or a comment. Potency is the fitted concentration of half-maximal effect. Only part of the results is shown; rates above refer to the full screens.
cpd	structure	Pf Dd2 inh
1	O=C(c1cccnc1CCC1COc2ccccc2O1)N1CCCC1 (stereo not drawn)	-12%
2	Cc1cc(C)n(CCC(=O)N2[C@@H]3CC[C@H]2CC(NC(=O)c2ccc(F)cc2)C3)n1 (stereo partly drawn)	?
3	O=C(NCc1ccccc1)N1CCN2C(=O)NC[C@H]2C1	i
4	COc1ccc(NC(=O)N2CC(N(C3CCOCC3)S(C)(=O)=O)C2)cc1F	-5%
5	COc1ccc2[nH]c3c(c2c1)CCN(C)C31CCN(C(=O)c2ccco2)CC1	-10%
6	CN(C)CCNC(=O)c1ccc(-c2nnc3ccc(NC(=O)C4CCC4)cn23)cc1	?
7	CCOc1ccc(N2CC(NC(=O)C3CCCCC3)CC2=O)cc1 (stereo not drawn)	108%[activator]
8	CC1(C)C[C@H](NC(=O)c2cccnc2)[C@@]2(CCC(=O)NCCN3CCOCC3)CC[C@](C)(O)C[C@@H]12	-34%
9	O=C(CC1CCCN(c2cn[nH]c(=O)c2)C1)N1CCCCCC1 (stereo not drawn)	23%
10	CCOc1cccc(C2CC(=O)Nc3cc4c(cc32)OCCO4)c1 (stereo not drawn)	?
11	CCN(CC)Cc1nc(C2(O)CCN(Cc3ccccc3F)CC2)cs1	?
12	O=C(CN1C(=O)CSc2ccc(S(=O)(=O)N3CCCC3)cc21)NCc1ccccc1Cl	-21%
13	COc1ccccc1NC(=O)C1CCN(c2ncnc3c2nc2n3CCCCC2)CC1	-10%
14	Cc1ccc(-c2csc3ncnc(Nc4ccc(C(=O)O)cc4)c23)cc1	?
15	COCCCNC(=O)CSc1nc2cc3c(cc2c(=O)n1CCCCCC(=O)NCCc1ccc(OC)c(OC)c1)OCO3	i
16	CCc1ccc(-n2c(SCc3nc(-c4cc(OC)ccc4OC)no3)nnc2-c2ccccc2)cc1	11µM*
17	COCC(=O)NC1CCC12CCN(C(=O)c1ccc(C)nc1)CC2 (stereo not drawn)	?
18	COc1ccccc1CNC(=O)CC1COCCN1C(=O)c1cnccn1 (stereo not drawn)	6%
19	COc1ccc(-c2nc(C3CC3)nc3c2CCN(Cc2ccc(NC(C)=O)cc2)CC3)cc1	8.9µM*
20	COc1cc(=O)n2c(c1C(=O)NCC1CCOc3ccccc3C1)CCNCC2 (stereo not drawn)	-5%
21	Cc1noc(-c2ccco2)c1C(=O)N(C)Cc1ccccc1	i
22	COCCCNc1nc2c(c(=O)n(C)c(=O)n2C)n1Cc1ccccc1	0%
23	CC(=O)NCCC(=O)N1CCC2(CC1)CN(C(=O)Cc1ccccc1)CCO2	8%
24	CCOC(=O)c1noc2ncnc(Nc3ccc(F)cc3F)c12	28%
25	Cc1cc2oc(C(=O)Nc3c(C)n(C)n(-c4ccccc4)c3=O)cc(=O)c2cc1C	63%[activator]
26	Cc1nc(N2CCC(NC(=O)C(C)Oc3ccccc3)CC2)cc(C(F)(F)F)n1 (stereo not drawn)	?
27	CC[C@H]1CN(C(=O)c2ccnc(Cl)c2)CC[C@H]1CC(=O)NCCSC	0%[44.1 µM]
28	Cc1ccccc1OCC(O)Cn1c(=N)n(CCN2CCCCC2)c2ccccc21 (stereo not drawn)	2.8µM*
29	Cc1c(C(=O)Nc2cccc(F)c2)oc2c1-c1nn(Cc3c(F)cccc3Cl)cc1CC2	?
30	CCOCCCNC(=O)C(c1ccc(OC)cc1)N(Cc1cccs1)C(=O)c1ccc(NC(C)=O)cc1 (stereo not drawn)	5%

# Molecules shown so far that have an aryl methoxy group (9):
cpd	structure	Pf Dd2 inh
4	COc1ccc(NC(=O)N2CC(N(C3CCOCC3)S(C)(=O)=O)C2)cc1F	-5%
5	COc1ccc2[nH]c3c(c2c1)CCN(C)C31CCN(C(=O)c2ccco2)CC1	-10%
13	COc1ccccc1NC(=O)C1CCN(c2ncnc3c2nc2n3CCCCC2)CC1	-10%
15	COCCCNC(=O)CSc1nc2cc3c(cc2c(=O)n1CCCCCC(=O)NCCc1ccc(OC)c(OC)c1)OCO3	i
16	CCc1ccc(-n2c(SCc3nc(-c4cc(OC)ccc4OC)no3)nnc2-c2ccccc2)cc1	11µM*
18	COc1ccccc1CNC(=O)CC1COCCN1C(=O)c1cnccn1 (stereo not drawn)	6%
19	COc1ccc(-c2nc(C3CC3)nc3c2CCN(Cc2ccc(NC(C)=O)cc2)CC3)cc1	8.9µM*
20	COc1cc(=O)n2c(c1C(=O)NCC1CCOc3ccccc3C1)CCNCC2 (stereo not drawn)	-5%
30	CCOCCCNC(=O)C(c1ccc(OC)cc1)N(Cc1cccs1)C(=O)c1ccc(NC(C)=O)cc1 (stereo not drawn)	5%

# Other results
cpd	structure	Pf Dd2 inh
31	CCCNC(=O)C(NC(=O)c1ccc(OC)cc1)C1CCN(C(=O)c2ccccc2C)CC1 (stereo not drawn)	i
32	Cc1ccc(S(=O)(=O)N2CCCC(c3nc4c(nnn4Cc4ccc(OC(F)(F)F)cc4)c(=O)[nH]3)C2)cc1 (stereo not drawn)	?
33	CN(C)c1cccc(Oc2nnnn2[C@H]2CO[C@H]3[C@@H]2OC[C@@H]3NC(=S)Nc2cccc(C#N)c2)c1	i
34	Cc1noc2c(N3CC(O)C3)cc(-c3ccsc3)nc12	-6%[44.1 µM]
35	Cn1ccc2cc(NCc3nnc(C(=O)N4CCC[C@@H]4CN4CCCC4)n3-c3ccccc3)ccc21	?
36	CCCCN1C(=O)NC(c2ccccc2OC)C2=C1COC2=O (stereo not drawn)	?
37	Cc1ccc(S(=O)(=O)N2C[C@@H](F)C[C@H]2C(=O)N2CCc3ccccc3C2)cc1Cl	20%
38	COc1ccccc1NC(=O)Cn1c(=O)n(Cc2ccc3c(c2)OCO3)c(=O)c2oc3ccccc3c21	30%
39	CC(=O)NCC(=O)N1c2ccccc2CC1c1nc(C(C)C)no1 (stereo not drawn)	i[5.79 µM]
40	COCCNC(=O)C1CCN(C(=O)C2CN(c3cccc(OC)c3)C(=O)N2)C1 (stereo not drawn)	i
41	CN1[C@@H](CCC(=O)N2CCc3ccccc32)CNC(=O)[C@@H]2[C@H]1CCN2CC(C)(C)C	i
42	Cc1ccc(C(=O)N2CCC(C(NC(=O)c3cccs3)C(=O)NC3CC3)CC2)cc1 (stereo not drawn)	i
43	COc1cc(C)cc(C(C(=O)O)N2CCN(c3cnccn3)CC2)c1OC (stereo not drawn)	-3%
44	CCC(=O)N1CCc2cc(S(=O)(=O)NCCC(=O)NCc3ccc(C)cc3)ccc21	11%
45	COCCN1C[C@H]2CN(Cc3ccccc3)CCN2C1=O	29%[44.1 µM]

# 2 entries from above in a different format:
35: Cn1ccc2cc(NCc3nnc(C(=O)N4CCC[C@@H]4CN4CCCC4)n3-c3ccccc3)ccc21
  Pf Dd2 inh: ?

36: CCCCN1C(=O)NC(c2ccccc2OC)C2=C1COC2=O (stereo not drawn)
  Pf Dd2 inh: ?

# Further compounds follow:
cpd	structure	Pf Dd2 inh
46	O=C(C1CCOCC1)N1CC(Oc2ccc(-c3nc(-c4ccccc4)no3)cc2)C1	6%[5.79 µM]
47	Cc1ccsc1CN(C)C(=O)C1CCCN(C2CCN(C(=O)C3CC3)CC2)C1 (stereo not drawn)	?
48	COc1ccc(C(=O)N2C[C@@H](F)C[C@H]2C(=O)N2CCCCC2)c(C)c1	33%[activator]
49	O=C(COc1ccccc1)NC[C@H]1Cn2c(-c3ccc(F)cc3)cnc2CO1	-12%[44.1 µM]
50	CO[C@H]1C(=O)N(C2CCN(S(=O)(=O)c3c(C)nn(C)c3C)CC2)[C@H]1c1ccncc1	-2%
51	CCc1ccc(CNC(=O)c2cc3c(=O)n(CC)c4ccccc4c3s2)cc1	-2%
52	CCC(CC)C(=O)Nc1ccc2nc(SCc3ccccc3)sc2c1	?
53	COc1ccc(CCNC(=O)CN2C(=O)COc3ccccc32)cc1OC	i
54	CCCN(CCC)C(=O)CN1C(=O)CSc2ccc(S(=O)(=O)N3CCC(C)CC3)cc21	-3%
55	COc1ccccc1-n1c(=O)n(C)c2c(C(N)=O)nc(-c3cccc(OC)c3OC)nc21	-19%
56	c1ccc(Cc2nnc([C@H]3CCN(CC4CCCCC4)C3)o2)cc1	i
57	O=C(Nc1ccccc1OCc1cc(=O)n2ccccc2n1)c1ccccc1F	i
58	COc1ccc(-c2ccc3c(c2)C(=O)N2CC[C@H](NC(=O)COCC(=O)O)[C@H]2C(=O)N3)cc1	7%
59	COC(=O)C(NC(=O)CCc1c(C)nc2c(c(C)nn2-c2ccccc2)c1C)C(C)C (stereo not drawn)	?
60	Cc1cccc(Cn2c(-c3cccs3)nc3ccccc32)c1	-9%
61	Nc1nc(Nc2ccccc2F)sc1C(=O)c1ccc(Cl)cc1	?
62	O=C1CC(c2noc(-c3ccc(F)c(Cl)c3)n2)CN1c1ccc(F)cc1 (stereo not drawn)	28%
63	CCn1nccc1-c1nc(-c2nnn3c2COC(c2ccc(C)cc2)C3)no1 (stereo not drawn)	-19%
64	COC(=O)COc1ccc(Oc2nc(NC(C)(C)C)nc(N3CCOCC3)n2)nn1	15%
65	COc1ccc2cc(C3CN(c4ncnc(C)c4C)CCO3)ccc2c1 (stereo not drawn)	-9%
66	CN(C)c1ccc2nnc(-c3cc(C(=O)NCCc4ccccn4)ccn3)n2n1	-20%[44.1 µM]
67	CCC(C)C1=NS(=O)(=O)c2cc(NC(=O)c3ccco3)ccc2N1c1ccccc1 (stereo not drawn)	?
68	COc1ccccc1-c1cc2c(ccn2C)c(C(=O)NCCc2cnc[nH]2)n1	i
69	O=C1CC(c2ccccc2)N(C(=O)CNC(=O)C2CCOCC2)CCCCCN1 (stereo not drawn)	23%
70	CCOc1ccc(C2=NC(c3cccs3)=Nc3ccc(C(C)C)cc3N2)cc1	?
71	COc1ccc(-c2noc([C@@H](C)NCc3ccc(F)cc3)c2C(=O)O)cc1	8%[44.1 µM]
72	COc1ccccc1CCC(=O)N1CC(F)(F)C[C@H]1c1nnc(C)o1	i
73	COCc1cn(C[C@H]2C[C@@H](NS(=O)(=O)CC(C)C)[C@H](O)[C@@H]2O)nn1	17%[44.1 µM]
74	Cn1nccc1C(=O)N1CCCCCCNC(=O)CC1c1ccccc1 (stereo not drawn)	-16%
75	Cc1ccc(CNC(=O)CCCn2c(=O)c3ccccc3n(Cc3ccccc3C)c2=O)cc1	-19%
76	COc1ccc2oc(=O)c(C(=O)NCCc3c(C)[nH]c4ccc(C)cc34)cc2c1	-24%
77	CN(Cc1nc(-c2ccccn2)no1)CC1COc2ccccc2O1 (stereo not drawn)	-9%
78	Cc1ccc(C)c(C(=O)NC2CCN(c3cnn(CC4CC4)c(=O)c3)CC2)c1	i
79	Cc1ccc(C(=O)N2CCC3(CC2)NC(=O)c2ccccc2O3)cc1	i
80	Cc1nc(-c2ccc(F)cc2)n(Cc2cccc(Cl)c2)c(=O)c1CCO	?
81	CN(C)c1ccc(CN[C@H]2CC(C)(C)[C@@H]3C[C@@](C)(O)CC[C@]23CCC(=O)N2CCOCC2)cc1	?
82	CCc1ccc(NC(=O)CSc2ccc(-c3sc(-c4ccccc4)nc3C)nn2)cc1	?
83	COC(=O)N1CCC2(C1)OC(=O)Nc1cnccc12 (stereo not drawn)	2%[44.1 µM]
84	Cc1ccc(-c2nnc3c4ccccc4c(C)nn23)cc1NC(=O)c1cccc(Br)c1	i
85	CCCN1CCN(C(=O)C2(c3ccc(NC(=O)C4CC4)cc3)CCCCC2)CC1	i
86	Cc1ccc(CN2CCCn3nc(C(=O)NC(C)C)cc3C2=O)cc1	i
87	COc1ccc(NC(=O)c2ccco2)cc1NC(=O)c1ccc(C#N)cc1F	3%
88	N#Cc1c(Nc2cccc(F)c2)sc(C(=O)c2ccc(Cl)cc2)c1N	22%
89	Cc1ccc2[nH]c(=O)c3cc(C(=O)NCCCN4CCC(C)CC4)sc3c2c1	8.9µM*
90	c1cc(-c2nc(-c3ccc(OC4CNC4)cc3)no2)ccn1	4µM*
91	Cc1nc(C(C)NC(=O)c2coc(COc3cccc(F)c3F)n2)cs1 (stereo not drawn)	-9%
92	CCCCOc1ccc(-c2cc3c(=O)n(CC(=O)Nc4ccc(Cl)cc4Cl)ccn3n2)cc1	46%[activator]
93	CCCn1c(=O)n(-c2ccccc2)c(=O)c2sc3ccccc3c21	38%[activator]
94	Cc1ccc(NC(=O)CN2C(=O)C(C)(C)c3cc(S(=O)(=O)N4CCCCC4)ccc32)c(Br)c1	?
95	CCOc1cccc(C(=O)Nc2ccc3oc(-c4cccnc4)nc3c2)c1	-12%
96	CCOc1ccc(-c2cc3c(=O)n(CCNC(=O)c4ccccc4)ccn3n2)cc1	?
97	O=C(c1cccnc1)N1CCC(c2nnc3n2C(C(=O)N2CCCC2)CC3)CC1 (stereo not drawn)	11%
98	C[C@@]12CO[C@@H](Cc3ccccc3)O[C@@H]1CC[C@]1(C)[C@@H]2CC[C@@H](O)[C@H]1CC(=O)N1CCCC1	-9%
99	CCCN1CCC2(CCN(C(=O)OC)CC2)Oc2ccccc21	i
100	O=C(Nc1ccc2c(N3CCCC3)ncnc2c1)c1ccc(Br)cc1	?
101	CCOC(=O)c1ccc(NC(=O)CCCc2nc(-c3cc(OC)c(OC)c(OC)c3)no2)cc1	13µM*
102	Cn1c(=O)c2c(-c3ccccc3Br)n(Cc3ccccc3)cc2n(C)c1=O	?
103	CC(C)c1noc(C2CCCN(S(=O)(=O)c3cccs3)CCC(=O)NCC2)n1 (stereo not drawn)	?
104	COc1cc2c(cc1CNc1ncncn1)CCC2	?
105	Cc1ccc(CN2Cc3[nH]cnc3C[C@H]2c2nc(-c3ccc4ccccc4c3)no2)cc1	-29%[44.1 µM]

# Carrying on:
cpd	structure	Pf Dd2 inh
106	Cc1ccc2c(Sc3ccc(Cl)cc3)c(C(=O)N3CCCCC3)[nH]c2c1	-7%
107	Cc1ccccc1NC(=O)CC[C@H]1NC(=O)c2ccccc2NC1=O	-4%
108	Cc1ccc(CCNC(=O)c2ccc3c(c2)nc2n3CCCCC2)cc1	-4%
109	Cn1c(-c2ccc(CN3CC[C@H]4CNC[C@H]43)o2)nc2ccccc21	?
110	O=C(N[C@H]1C[C@H]2C(=O)NC[C@@H](CCC(=O)N3CCN(c4ccccc4)CC3)N2C1)C1CC1	?
